Bioassay records from PubChem BioAssay.
HEK293 cAMP ctrl – parental HEK293 cAMP activation (counter-screen) | parental HEK293 CNG cAMP sensor, membrane potential fluorescence | actives 2.5% (n = 73,000) | Potency, µM (series often up to 57.1 µM), for inactives: top-dose activation, hits mostly activators; further: potency means the concentration at half of the fitted maximal effect; % of control where 0% means no effect; nearly all actives have a fitted effect of over 55% in size
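Counterscreen for endogenous-receptor signalling: CNG-channel HEK 293 cells report cAMP rise by membrane depolarization. After 60 min dye equilibration with 100 uM RO 20-1724, compounds incubated 30 min before bottom-read fluorescence at 590 nm.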
HADH2 inh – inhibitors of human HADH2 dehydrogenase | Q99714 | recombinant HADH2, NADH fluorescence, beta-hydroxybutyryl-CoA | Potency, µM (series often up to 57.1 µM), inactives show at the highest dose activity change, negative = inhibition, hits mostly inhibitors | actives 3.4% (n = 73,000) | AID 886; further: potency means the concentration at half of the fitted maximal effect; on the % scale 0 is the no-effect control and ±100 the full control effect; nearly all actives have a fitted effect of over 60% in size; many of its hits are not listed in these tables
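20 nM HADH2 + cpd, 15 min RT; add 1 mM NAD+/90 uM beta-hydroxybutyryl-CoA; kinetic fluorescence 360/450 nm, 4 min. Tris-HCl pH 9.0, 0.01% Tween-20.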
USP2a inh – inhibitors of human ubiquitin-specific protease USP2a; O75604; actives 0.1% (n = 60,000); Potency, µM (series often up to 38.3 µM), inactives show at the top dose activity change, negative = inhibition, actives largely listed as inhibitors; USP2a enzymatic assay, qHTS inhibition;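 further: potency means the concentration at half of the fitted maximal effect; nearly all actives have a fitted effect of over 60% in size; plate controls were DMSO for no effect and NEM full inhibition control for full effect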
Target sequence (O75604 whole entry, looked up): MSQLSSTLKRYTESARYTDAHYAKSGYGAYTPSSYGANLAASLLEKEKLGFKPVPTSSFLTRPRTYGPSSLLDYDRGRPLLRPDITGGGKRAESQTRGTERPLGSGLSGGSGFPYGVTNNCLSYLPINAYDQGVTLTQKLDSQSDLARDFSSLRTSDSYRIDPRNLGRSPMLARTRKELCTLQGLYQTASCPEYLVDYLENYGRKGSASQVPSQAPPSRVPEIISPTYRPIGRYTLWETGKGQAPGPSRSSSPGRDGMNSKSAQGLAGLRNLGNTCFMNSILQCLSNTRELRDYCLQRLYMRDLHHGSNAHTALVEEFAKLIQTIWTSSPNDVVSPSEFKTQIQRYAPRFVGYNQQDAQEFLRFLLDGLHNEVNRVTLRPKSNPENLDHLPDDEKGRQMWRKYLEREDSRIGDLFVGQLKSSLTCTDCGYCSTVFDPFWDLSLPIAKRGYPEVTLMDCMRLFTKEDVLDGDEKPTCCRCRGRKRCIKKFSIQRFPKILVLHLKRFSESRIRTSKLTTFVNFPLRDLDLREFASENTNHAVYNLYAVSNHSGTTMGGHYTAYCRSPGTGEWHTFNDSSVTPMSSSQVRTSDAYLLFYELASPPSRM
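Coupled readout: USP2-cleaved Ub-PLA2 (20nM final) turns over NBD C6-HPC (20uM final), Ex 460nm/Em 535nm after 2.5 h, time-zero read flagging artifacts. Enzyme (20nM final, pH 8.0 Tris) given 30 min RT with compound first; NEM defines full inhibition.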
Caspase-7 inhib – caspase-7 (human) inhibition, allosteric or competitive. P55210. recombinant caspase-7, Ac-DEVD-AFC fluorescence rate. Potency, µM (series often up to 57.5 µM), for inactives: top-dose activity change, negative = inhibition, most hits filed as inhibitors. actives 0.02% (n = 75,000). AID 889; active means well fitted inhibition curve with a large enough effect in the main read-out, with a control signal flat, not every such curve was filed as active; inconclusive means small, poorly fitted or top-dose-only effect, or a change in a side signal; further: potency means the concentration at half of the fitted maximal effect; % of control where 0% means no effect
Casp1 inh – allosteric or competitive inhibitors of human caspase-1; P29466; Caspase-1 enzyme, Ac-WEHD-AFC fluorogenic rate; Potency, µM (series often up to 57.5 µM), inactives show at the top dose activity change, negative = inhibition, most hits filed as inhibitors; actives 0.03% (n = 75,000);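 further: potency means the concentration at half of the fitted maximal effect; plate controls were vehicle for no effect and no substrate for full effect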
Target sequence (P29466 120-297 limits assumed): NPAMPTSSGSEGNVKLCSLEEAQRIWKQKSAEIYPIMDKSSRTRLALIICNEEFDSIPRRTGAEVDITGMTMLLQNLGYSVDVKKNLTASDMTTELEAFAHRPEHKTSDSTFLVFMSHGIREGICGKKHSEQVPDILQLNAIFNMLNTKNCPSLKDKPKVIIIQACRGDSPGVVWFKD
Target sequence (P29466 317-404 limits assumed): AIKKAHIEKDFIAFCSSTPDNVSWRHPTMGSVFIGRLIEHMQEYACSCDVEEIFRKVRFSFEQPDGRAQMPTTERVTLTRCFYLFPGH
BRCT inh red – inhibitors of human BRCA1 BRCT-phosphoprotein interaction (red fluorophore); Potency, µM (titrated, usually from 76.9 µM), inactives show top-dose activity change, negative = inhibition, usual class: inhibitors; actives 0.03% (n = 75,000); BRCT-phosphopeptide binding, red fluorescence polarization; P38398; AID 892; further: on the % scale 0 is the no-effect control and ±100 the full control effect
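Fluorescence polarization: 100 nM His-tagged BRCA1 BRCT with 100 nM TAMRA-labelled phospho-BACH1 decapeptide, phosphate buffer pH 7.3 with 150 mM NaCl, DTT, 0.01% Tween 20; 12 min RT. Binding inhibition seen as FP decrease.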
Pol III holo inh – DNA polymerase III holoenzyme inhibition; reconstituted DNA polymerase III holoenzyme replication, biochemical; Potency, µM (doses to about 57.1 µM), for the others: at the highest dose activity change, negative = inhibition; actives 0.25% (n = 71,000); AID 603; further: potency means the concentration at half of the fitted maximal effect; on the % scale 0 is the no-effect control and ±100 the full control effect
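Reconstituted *E. coli* holoenzyme (0.35 nM Pol III, 1 nM beta, 154 nM SSB, 2 nM primase) was preincubated with compound for 15 min at RT. Synthesis on 1.4 nM ssM13Gori ran 35 min, then was stopped with PicoGreen/EDTA and read as dsDNA fluorescence.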
Tau filament bind – tau filament binding | recombinant tau filaments, thioflavin S fluorescence, 15 h; filaments grown with octadecylsulfate alongside compound | Potency, µM (doses to about 57.1 µM), for the others: at the top dose activity change, negative = inhibition | actives 2% (n = 71,000) | AID 596;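 further: potency means the concentration at half of the fitted maximal effect; on the % scale 0 is the no-effect control and ±100 the full control effect; actives lower thioflavin S fluorescence by blocking filaments or displacing dye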
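Read-out: ThS fluorescence, 450 nm excitation/510 nm emission; lower signal marks blocked filament formation or displaced dye. Tau at 1 uM with 30 uM ODS, 10 uM ThS, 5 mM DTT, 100 mM NaCl, 10 mM HEPES pH 7.4; 15 h, 37 C.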
BRCT inh green – inhibitors of human BRCA1 BRCT-phosphoprotein interaction (green fluorophore); P38398; BRCA1 BRCT-phosphopeptide binding, green fluorescence polarization; Potency, µM (highest dose often 76.9 µM), inactives show at the top dose activity change, negative = inhibition, hits mostly inhibitors; actives 0.05% (n = 75,000); AID 875;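 further: potency means the concentration at half of the fitted maximal effect; plate controls were peptide without protein for full effect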
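Compounds were incubated for 12 min at room temperature with a complex of 100 nM fluorescein-tagged pBACH1 decapeptide and 250 nM His-tagged BRCT protein. Buffer was phosphate pH 7.3 with EDTA, DTT and Tween 20. Disruption of binding lowers the polarization signal.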
15-hLO inh – 15-hLO (ALOX15) enzyme inhibition; purified 15hLO-1, xylenol orange hydroperoxide absorbance; Potency, µM (top dose mostly 57.1 µM), without a hit: at the highest dose activity change, negative = inhibition, actives largely listed as inhibitors; P16050; AID 887; actives 1.4% (n = 74,000); further: potency means the concentration at half of the fitted maximal effect; on the % scale 0 is the no-effect control and ±100 the full control effect; nearly all actives have a fitted effect of over 55% in size
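Compounds were preincubated 15 min at room temperature with 40 nM purified human enzyme (25 mM Hepes pH 7.5, 0.01% Triton X-100); 50 uM arachidonic acid reacted 6 min. Fe-xylenol orange detection, 30 min, absorbance ratio 573/405 nm.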
Rhodamine fluor – compound autofluorescence in rhodamine spectral region | Rhodamine-region fluorescence, 547/598 nm, Tris buffer; stronger effect = higher value | max dye-equivalent concentration, M | actives 0.05% (n = 59,000) | AID 594; in the data active means max dye-equivalent concentration above about 11 nM; inconclusive means between about 1.1 nM and that limit
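qHTS spectral profiling of compounds without any target or enzyme present, in pH 8.0 Tris buffer; plates were read after a 15-minute room-temperature incubation using the rhodamine-region filter set.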
The depositor's hits bear a star; i = inactive; ? = inconclusive; . = not tested or not shown; [ ] = remark or other dose. Unless noted, the call rests on the fitted dose curve; in most records, active means well fitted curve in the direction sought with a large enough effect; inconclusive means small, poorly fitted or top-dose-only effect, or another doubt; inactive means no such curve, though single readings can be large; an effect the other way counts as inactive or inconclusive.

SMILES | HEK293 cAMP ctrl | HADH2 inh | USP2a inh | Caspase-7 inhib | Casp1 inh | BRCT inh red | Pol III holo inh | Tau filament bind | BRCT inh green | 15-hLO inh | Rhodamine fluor
C/C(=C\C(=O)c1ccc(Br)cc1)N1CCCCC1 | 10% | -5% | 41%[activator] | -1% | 2% | -0.3% | 1% | -5% | -0.7% | -18% | .
CSC1=C(C#N)C(c2cccs2)CC(=O)N1C (stereo not drawn) | 4% | 3% | -2% | -1% | 1% | 0.2% | -2% | -15% | -2.4% | 10% | i
Cc1ccc(S(=O)(=O)Nc2ccc(S(=O)(=O)Nc3ncccn3)cc2)cc1 | -4% | 16% | . | 3% | -1% | 0.4% | -8% | -7% | -1.0% | 4% | i
COc1ccc(C(=O)COC(=O)CSCc2c(C)noc2C)cc1OC | 10% | -7% | 5% | -5% | 1% | 1.4% | -5% | -2% | 0.1% | 4% | i
COc1ccc(C(=O)NC2=C(C#N)CCC2)cc1OC | 5% | -3% | 7% | 2% | -3% | -1.8% | 2% | 9% | -0.1% | 3% | i
Cc1c(C(=O)N2CCN(S(C)(=O)=O)CC2)oc2ccccc12 | 12% | 2% | 4% | -2% | -2% | 1.3% | 5% | 2% | -2.6% | -5% | i
Cc1cc(NC(=O)CSc2n[nH]c(CC(C)C)n2)no1 | 2% | -4% | -1% | 1% | -2% | -0.9% | 0% | 9% | -2.1% | 14% | i
Cc1ccc(C(=O)CSC2=C(C#N)C(c3ccco3)CC(=O)N2)c(C)c1 (stereo not drawn) | 28% | -29% | 34%[activator] | -11% | -3% | -0.4% | -10% | 6% | 0.0% | -27% | .
CN(Cc1ccco1)c1ncnc2ccc(-c3ccccc3C#N)cc12 | ? | ? | 91%[activator] | -4% | -2% | -3.0% | 3% | 17% | -2.3% | 3% | i
Cc1ccc2nc(-c3cccc(NC(=O)c4ccco4)c3)[nH]c2c1 | 21% | -12% | 61%[activator] | 0% | 4% | 1.9% | -4% | -3% | 0.1% | ? | i
COc1ccc(NC2CC(=O)N(C(C)C)C2=O)cc1 (stereo not drawn) | 0% | 0% | 2% | -1% | -1% | -0.5% | 2% | -13% | -2.7% | -1% | i
O=C(c1noc2c1CCc1ccccc1-2)N1CCOCC1 | -1% | -12% | 11% | 0% | -1% | 0.3% | -5% | 3% | -0.9% | 7% | i
Cc1occc1-c1nnc(SCCCC(=O)c2ccc(F)cc2)n1C | ? | -3% | 17% | 1% | -3% | 0.3% | -1% | -2% | 0.2% | 1% | i
COc1ccccc1N1CCN(C(=O)C2CCN(S(=O)(=O)N3CCOCC3)CC2)CC1 | -2% | 11% | 5% | 0% | 1% | 0.6% | -4% | 5% | -2.8% | 7% | i
C=CCNC(=O)CC(C)C(CCCCC)C(=O)O (stereo not drawn) | 0% | -6% | 2% | -1% | -2% | 0.7% | 1% | 18% | -3.1% | -1% | i
COc1ccc(C2(O)CC3CCC(C2)N3c2cc(C)nc(-c3ccccc3)n2)cc1 (stereo not drawn) | -2% | -12% | 16% | -2% | -6% | -1.9% | 0% | 10% | 2.6% | -4% | i
CCCCS(=O)(=O)Nc1ccc2c(c1)ncn2C1CCCCC1 | 20% | -1% | 8% | 1% | 1% | -0.7% | -3% | -14% | -0.9% | 13% | i
CCCCOc1ccc(NC(=O)CSc2nnnn2C)cc1 | 1% | 5% | 2% | -1% | 0% | -0.3% | -2% | 7% | 0.0% | 8% | i
COc1ccc(C2C(C#N)=C(N)OC3=C2C(=O)CCC3)c(OC)c1OC (stereo not drawn) | -7% | 1% | -7% | -1% | 1% | -0.7% | -1% | 0% | 0.4% | 0% | i
Cc1ccccc1NC(=O)c1c(F)c(F)c(F)c(F)c1F | 6% | 0% | 5% | 1% | 0% | -0.2% | -1% | 42% | -1.1% | 0% | i
CCOc1cc(S(=O)(=O)n2nc(C)cc2C)ccc1F | 11% | 10% | 1% | 0% | 0% | 0.0% | -4% | 4% | 1.1% | 3% | i
Cc1ccc(OCc2nn3c(-c4ccco4)nnc3s2)cc1 | ? | -3% | 3% | 0% | -1% | -1.4% | 1% | 9% | -7.6% | -2% | i
O=S(=O)(c1cccc(S(=O)(=O)N2CCC(N3CCCCC3)CC2)c1)N1CCOCC1 | 13% | 17% | . | -1% | 0% | -1.1% | -2% | -16% | -1.9% | -8% | i
Oc1cccc2ccc(Nc3ccccn3)nc12 | -79%[inhibitor] | -5% | . | 1% | -1% | -0.9% | . | . | -1.6% | 45%[activator] | .
CNS(=O)(=O)c1cc(O)c2c(S(=O)(=O)NC)cccc2c1 | ? | -9% | . | -10% | -5% | -0.2% | -5% | -2% | 2.0% | 2% | .
Further compounds.
SMILES | HEK293 cAMP ctrl | HADH2 inh | USP2a inh | Caspase-7 inhib | Casp1 inh | BRCT inh red | Pol III holo inh | Tau filament bind | BRCT inh green | 15-hLO inh | Rhodamine fluor
CCc1cc2c(=O)c(-c3nc4ccccc4n3C)coc2c(CN2CCN(C)CC2)c1O | 21% | 2% | 14% | -13% | -6% | -0.1% | -3% | 7% | 1.6% | 14% | i
CCC(=O)Nc1ccc2c(c1)nc1n2CCSC1 | -5% | ? | -1% | -7% | -8% | -1.5% | -2% | -15% | 0.3% | -19% | i
COc1cccc(-c2nc(CS(=O)CC(=O)NC3CCCC3)c(C)o2)c1 (stereo not drawn) | 1% | -3% | . | 0% | -3% | -3.1% | -11% | 10% | 0.4% | 12% | .
CCn1c(-c2ccsc2)nc2c1c(=O)[nH]c(=O)n2Cc1ccccc1 | ? | ? | 10% | 0% | 0% | 0.2% | 1% | -1% | -4.5% | -3% | i
Cc1ccc(S(=O)(=O)N2CCC(C(=O)N3CCC[C@H]3C(=O)NCc3ccccc3)CC2)cc1 | 11% | 14% | 21% | 1% | -2% | -1.2% | -3% | 11% | -2.1% | 12% | i
COc1cccc(-c2nn(C)c3sc(C(=O)N4CCN(c5ccccn5)CC4)cc23)c1 | ? | -12% | 24% | -3% | -3% | -1.2% | -5% | 33% | -3.2% | -7% | i
O=C(CSc1nnc(-c2ccc(F)cc2)o1)Nc1ccc(S(=O)(=O)N2CCCC2)cc1 | 11% | 16% | 29% | -5% | -5% | 0.6% | -3% | 6% | -3.3% | -26% | i
C[C@@]12CCC(OC(=O)c3ccccc3)CC1CCc1ccccc12 (stereo partly drawn) | . | . | -13% | -1% | 0% | -2.4% | . | . | -3.0% | -22% | .
O=C(CNC(=O)c1ccccc1F)NC1CC1 | 5%[11.4 µM] | -4%[11.4 µM] | 2%[7.66 µM] | 1% | 0% | -0.8% | -1%[11.4 µM] | 8%[11.4 µM] | 0.6% | 1%[11.4 µM] | .
Cc1ccc(-c2csc3ncnc(OCC(=O)NC(=O)NCc4ccco4)c23)cc1 | -6%[2.29 µM] | -23% | 29% | -14% | -1% | -0.9% | 3% | 13% | 3.6% | ? | i
CCCCNC(=O)C(c1ccc(OCC(=O)OC)c(C(=O)OC)c1)N(CCc1ccccc1)C(=O)CCCCCN1C(=O)NC(c2ccc(-c3ccccc3)cc2)C(C(=O)OCc2ccccc2)=C1C (stereo not drawn) | 12% | -1% | . | -1% | -3% | -1.2% | -1% | 15% | -1.5% | -13% | .

Random excerpt: 2 entries already listed.
SMILES | HEK293 cAMP ctrl | HADH2 inh | USP2a inh | Caspase-7 inhib | Casp1 inh | BRCT inh red | Pol III holo inh | Tau filament bind | BRCT inh green | 15-hLO inh | Rhodamine fluor
Cc1ccc(S(=O)(=O)N2CCC(C(=O)N3CCC[C@H]3C(=O)NCc3ccccc3)CC2)cc1 | 11% | 14% | 21% | 1% | -2% | -1.2% | -3% | 11% | -2.1% | 12% | i
O=C(CSc1nnc(-c2ccc(F)cc2)o1)Nc1ccc(S(=O)(=O)N2CCCC2)cc1 | 11% | 16% | 29% | -5% | -5% | 0.6% | -3% | 6% | -3.3% | -26% | i

Three entries out of the list above, sorted by the number in HADH2 inh, smallest number first.
mol	HADH2 inh
CCCCNC(=O)C(c1ccc(OCC(=O)OC)c(C(=O)OC)c1)N(CCc1ccccc1)C(=O)CCCCCN1C(=O)NC(c2ccc(-c3ccccc3)cc2)C(C(=O)OCc2ccccc2)=C1C (stereo not drawn)	-1%
CCc1cc2c(=O)c(-c3nc4ccccc4n3C)coc2c(CN2CCN(C)CC2)c1O	2%
Cc1ccc(S(=O)(=O)N2CCC(C(=O)N3CCC[C@H]3C(=O)NCc3ccccc3)CC2)cc1	14%

These rows are one share of the data; the hit share may differ from the screen's.
